Source: PubChem BioAssay
INS-1E GSIS act: GLuc luminescence reporter in INS-1E cells, primary screen for activators of glucose-dependent secretion of insulin; INS-1E GLuc reporter insulin secretion, 2-3 h; activation, % at 16.6 µM; actives 0.61% (n = 370,000); AID 743287;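 active = lowest replicate activation of at least 40%, so every replicate reaches that level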;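 note: 0% = median of neutral control wells and 100% = median of IBMX positive control wells; some compounds called inactive have numbers as strong as hits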
E-selectin induc: induces E-selectin expression in human endothelial cells. P16581. HUVEC E-selectin immunofluorescence imaging; normalized: neutral wells 0, TNF-alpha wells 100. activation, % at 7.58 µM. actives 0.37% (n = 260,000). AID 686992;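 active = mean E-selectin-positive cell signal at least 10% of the positive control, reached in at least 60% of replicates, without over 20% cell loss; inconclusive = no rule given, readout overlaps actives, possibly toxicity-flagged; inactive = the rest, including those meeting only one limit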;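 note: in these data hits start at about 27%; measured in HUVEC primary endothelial cells; signal is the percent of cells scored E-selectin positive by PE staining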
Target sequence (P16581 whole entry, looked up): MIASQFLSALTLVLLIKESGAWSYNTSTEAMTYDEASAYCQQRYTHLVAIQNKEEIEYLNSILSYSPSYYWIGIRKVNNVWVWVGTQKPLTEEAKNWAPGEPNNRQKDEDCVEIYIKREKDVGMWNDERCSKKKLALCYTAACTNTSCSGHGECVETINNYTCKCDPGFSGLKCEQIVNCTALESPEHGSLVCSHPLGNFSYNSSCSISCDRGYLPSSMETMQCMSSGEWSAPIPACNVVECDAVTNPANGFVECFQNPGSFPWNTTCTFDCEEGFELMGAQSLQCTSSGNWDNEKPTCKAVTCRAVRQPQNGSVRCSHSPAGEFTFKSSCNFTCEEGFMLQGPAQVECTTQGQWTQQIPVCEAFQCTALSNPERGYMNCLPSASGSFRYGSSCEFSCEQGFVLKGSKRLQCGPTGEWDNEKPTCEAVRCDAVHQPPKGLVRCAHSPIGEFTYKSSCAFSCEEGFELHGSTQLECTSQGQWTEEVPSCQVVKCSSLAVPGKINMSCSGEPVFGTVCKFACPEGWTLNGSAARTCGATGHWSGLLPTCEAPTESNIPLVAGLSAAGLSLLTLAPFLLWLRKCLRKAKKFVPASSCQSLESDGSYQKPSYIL
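Read-out: % PE-positive cells | Test system: HUVEC | Doses: One compound dose added by pin transfer | Buffer or medium: EGM-2 over gelatin coat | Signal: Immunofluorescence imaging | Benchmarks: TNF-alpha, DMSO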
Xi reactivation: reactivates the inactive X chromosome in mouse fibroblasts; activation, % at 7.58 µM; actives 0.055% (n = 360,000); AID 743238; XiGFP mouse fibroblasts, % GFP-positive cells imaging, 3 d; cells co-treated with 5-aza-dC sensitizer; scaled so ellipticine positive control = 100%;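 active = mean normalized replicate activation at least 10% and every replicate at or above 10%; inconclusive = only one of the two criteria met; inactive = mean below 10% and not all replicates reach 10%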;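 note: 0% = median of on-plate neutral control wells and 100% = ellipticine 6 µM median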
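material = 68-5-11 XiGFP fibroblast line | medium = DMEM plus 5-aza-dC sensitizer | schedule = 3 days compound exposure | benchmarks = positive control ellipticine, 6 µM final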
* = called active by the depositor; ? = inconclusive. This is a subset, so the mix of outcomes need not match the whole.

Sample of the layout, 12 compounds:
SMILES	INS-1E GSIS act	E-selectin induc	Xi reactivation
Cc1cc(C)cc(NC(=O)c2cc(C)nn2C)c1	23	0.1	3.3
C[C@H](CO)N1C[C@H](C)[C@H](CN(C)C)Oc2cc(C#Cc3ccc(F)cc3)ccc2S1(=O)=O	-9	0.2	1.2
CCc1cccc(CC)c1NC(=O)COn1nnc2ccc(C(F)(F)F)cc21	-6	0.0	-0.1
COc1ccccc1NC(=O)CC(NC1CCCCC1)C(=O)O (configuration not stated)	5	-0.2	0.1
COc1ccc(Cl)cc1NC(=O)[C@@H]1CCCN1C(=O)c1cccs1	14	0.0	0.0
COc1c(OC(C)=O)ccc(/C=C/c2ccc3cccc(OC)c3n2)c1[N+](=O)[O-]	-19	-0.8	-0.1
CC(=O)c1cccc(NC(=O)C(OC(=O)c2cccs2)c2ccccc2)c1 (configuration not stated)	0	-0.2	0.0
C[C@@H]1CN([C@H](C)CO)C(=O)c2cccc(NC(=O)c3nc4ccccc4s3)c2O[C@H]1CN(C)C(=O)Nc1cccc2ccccc12	-6	0.0	-1.1
Cc1ccc(-n2nnnc2SC(C(=O)c2c[nH]c3ccccc23)c2ccccc2)cc1 (configuration not stated)	27	0.3	0.1
CCCCNC(=S)N(C)/N=C/c1ccc(F)cc1	-24	-0.2	-0.2
O=C(N/N=C/c1c[nH]c2ccc(Br)cc12)c1ccncc1	10	2.3	0.0
O=C(N/N=C1\CCc2ccccc21)c1ccccc1O	1	1.5	0.2

The listing, from the start:
SMILES	INS-1E GSIS act	E-selectin induc	Xi reactivation
Cc1cc(C)cc(NC(=O)c2cc(C)nn2C)c1	23	0.1	3.3
C[C@H](CO)N1C[C@H](C)[C@H](CN(C)C)Oc2cc(C#Cc3ccc(F)cc3)ccc2S1(=O)=O	-9	0.2	1.2
CCc1cccc(CC)c1NC(=O)COn1nnc2ccc(C(F)(F)F)cc21	-6	0.0	-0.1
COc1ccccc1NC(=O)CC(NC1CCCCC1)C(=O)O (configuration not stated)	5	-0.2	0.1
COc1ccc(Cl)cc1NC(=O)[C@@H]1CCCN1C(=O)c1cccs1	14	0.0	0.0
COc1c(OC(C)=O)ccc(/C=C/c2ccc3cccc(OC)c3n2)c1[N+](=O)[O-]	-19	-0.8	-0.1
CC(=O)c1cccc(NC(=O)C(OC(=O)c2cccs2)c2ccccc2)c1 (configuration not stated)	0	-0.2	0.0
C[C@@H]1CN([C@H](C)CO)C(=O)c2cccc(NC(=O)c3nc4ccccc4s3)c2O[C@H]1CN(C)C(=O)Nc1cccc2ccccc12	-6	0.0	-1.1
Cc1ccc(-n2nnnc2SC(C(=O)c2c[nH]c3ccccc23)c2ccccc2)cc1 (configuration not stated)	27	0.3	0.1
CCCCNC(=S)N(C)/N=C/c1ccc(F)cc1	-24	-0.2	-0.2
O=C(N/N=C/c1c[nH]c2ccc(Br)cc12)c1ccncc1	10	2.3	0.0
O=C(N/N=C1\CCc2ccccc21)c1ccccc1O	1	1.5	0.2
CC(C)CN(CC(C)C)C(=O)CCCC(=O)N(CC(C)C)CC(C)C	-21	-0.3	-0.1
CCN1CN(CCc2ccccc2)CNC1=S	11	-2.7	0.0
COc1ccc(OC)c(NC(=O)c2cc3c(Cl)nc4ccccc4c3s2)c1	52*	2.4	0.0
O=S(=O)(Nc1ccc(-c2csc(-c3ccccc3)n2)cc1)c1ccccc1	-14	0.7	0.8
CC(C)OP(=O)(OC(C)C)C(O)c1ccc2c(c1)OCO2 (configuration not stated)	-14	0.0	0.0
CCOC(=O)c1[nH]c2ccc(OC)cc2c1NC(=S)N1CCN(c2ccccc2)CC1	-14	0.5	0.2
Cc1cc(NC(=O)/C(C#N)=C/c2ccc(-c3cccc(C(F)(F)F)c3)o2)n(-c2ccccc2)n1	-7	-0.2	0.6
Cc1ccccc1N1CCN(C(=S)c2ccccc2)CC1	-5	0.1	0.0
Cc1c(C(=O)NCCCN2CCOCC2)oc2c1C1(CCC2)SCCS1	3	0.2	0.0
COc1ccc(NC(=O)CC2C(=O)N(c3ccc(OC)cc3)C(=S)N2NC(=O)c2cccc(F)c2)cc1 (configuration not stated)	-6	2.6	0.0
CCCCCC(=O)Nc1ccc(-c2csc(C)n2)cc1	-1	0.1	0.1
CCOc1ccc(-n2cccc2C=O)cc1	2	-0.2	0.0
Cn1nnnc1SCc1ccc([N+](=O)[O-])cc1	21	0.1	0.0
O=C(COC(=O)CCSc1ccc(Cl)cc1)NCc1ccccc1Cl	25	-0.4	0.3
O=C(NC1CCCC1)c1ccccc1-c1ccccc1	14	1.0	0.0
COC(=O)c1sc(S(=O)(=O)Nc2ccc(C)cc2)c(C(=O)OC)c1C	-6	0.8	0.1
COc1ccc(/C(N)=N/OC(=O)C2CCC(=O)N2S(=O)(=O)c2ccc(C)cc2)cc1OC (configuration not stated)	-5	7.1	0.2
CC(=O)Nc1ccc(S(=O)(=O)Oc2ccc(C(=S)N3CCCCC3)cc2)cc1	-30	-2.6	-0.1
COC(=O)c1ccccc1NC(=S)N(Cc1ccc2c(c1)OCO2)Cc1cc2cccc(C)c2[nH]c1=O	17	-0.2	0.3
Cc1cc2ccccc2n2c(SCC(=O)Nc3ccc(S(=O)(=O)N4CCCCC4)cc3)nnc12	3	-0.2	0.1
O=C(C1=NN[C@@H]2C(=O)N(c3ccccc3C(F)(F)F)C(=O)[C@H]12)C(c1ccccc1)c1ccccc1	-42	0.0	0.0
CCOc1ccc(CNC(=O)c2ccc(Sc3ccc(C)cc3)c(NC(C)=O)c2)cc1	-36	0.5	0.1
O=C(Nc1cccc(Cl)c1)C1C2CCC3C(CCC21)C3(Cl)Cl (configuration not stated)	-40	0.2	0.1
CNC(=O)/C(=C/c1ccc2c(c1)OCO2)NC(=O)c1ccc(Br)cc1	6	-0.1	0.3
O=C(C[n+]1cc(-c2ccccc2)n2c1CCC2)Nc1nc(-c2ccc(F)cc2)cs1	-5	-0.3	-0.2
COc1ccc(CCNC(=O)CC2SC(=NCCc3ccccc3)NC2=O)cc1 (configuration not stated)	1	-0.4	-0.1
CO[C@@H]1CN(C)C(=O)c2ccc(NC(=O)c3cc(C)on3)cc2OC[C@@H](C)N(S(=O)(=O)c2ccccc2)C[C@H]1C	-25	-0.1	0.6
COc1ccc(/C=N/NC(=O)c2cccc(COCC(F)(F)C(F)F)c2)cc1	-14	-0.3	0.0
COCc1cc(C)nc(OCC(=O)N/N=C/c2ccco2)c1C#N	17	-0.1	0.0
CC(=O)OCC1OC(Nc2cccc(C)c2)C(OC(C)=O)C(OC(C)=O)C1OC(C)=O (configuration not stated)	12	-1.3	0.0
CCOC(=O)c1cnc2cc(C)ccn2c1=O	23	-0.1	0.1
Cc1cc(C)c(C)c(OCCOCCN2CCN(C)CC2)c1	-1	0.1	0.1
N#CCCN(C1CCCCC1)S(=O)(=O)c1cccc2nsnc12	4	0.0	0.0
CCOC(=O)C(NC(C)=O)(Nc1ccc(S(N)(=O)=O)cc1)C(F)(F)F (configuration not stated)	6	-0.9	-0.1
O=C(Nc1cccc(C(F)(F)F)c1)c1cccnc1NCCc1ccccc1	-19	0.1	0.1
Cc1ccc(C2C3=C(CC(C)(C)CC3=O)NC3=C2C(=O)c2ccccc23)cc1 (configuration not stated)	-18	0.3	-0.1
Cc1ccc(/C=N/N=C/c2ccc(C)s2)s1	13	1.9	-0.1
Cc1cc(C)cc(C(=O)OCC(=O)Nc2cccc(S(=O)(=O)NC3=NCCCCC3)c2)c1	-20	-0.9	-0.1
COc1ccc2c(CC(=O)NC3CCCc4ccccc43)coc2c1 (configuration not stated)	5	0.0	0.0
COc1ccccc1NC(=O)c1cc(C(=O)Nc2ccccc2OC)cc(N2C(=O)CCC2=O)c1	21	-2.3	-0.1
Cc1ccc(C(=O)NN2C(=O)CSC2=S)cc1	8	-0.1	0.1
C[C@H](CO)N1C[C@H](C)[C@@H](CN(C)CC2CCCCC2)Oc2c(NC(=O)Nc3ccc(F)cc3)cccc2C1=O	-6	0.8	-1.1
O=C1c2ccccc2C(=O)N1CCCCN(C(=O)c1cc([N+](=O)[O-])ccc1Cl)c1ccc(Cl)cc1	-13	10	0.3
N#C/C(=C\c1cccs1)C(=O)NCc1ccccc1	-39	0.7	1.8
C=CCn1c(SCC(=O)c2[nH]c(C)c(C(=O)OCC)c2C)nc2scc(-c3ccc(OC)c(OC)c3)c2c1=O	10	0.2	0.0
CC1CCCC(C)N1C(=O)c1cc2ncc(CCCl)cn2n1 (configuration not stated)	-9	-0.4	-0.2
CCn1cc(/C=N\NC(=O)c2ccc(Cl)cc2)cn1	5	0.1	0.0
COc1ccc(C[C@@H]2CCn3cc(nn3)COCCCNC2=O)cc1	22	0.1	0.1

Next part.
SMILES	INS-1E GSIS act	E-selectin induc	Xi reactivation
Cc1nc2ccccc2c(=O)n1Nc1cccc(Cl)c1	13	2.2	0.0
CCN1CC2([N+](=O)[O-])CC=C(OC)C([N+](=O)[O-])(C1)C2 (configuration not stated)	41	-0.1	0.0
COCc1nnc(NC(=O)c2ccccc2[N+](=O)[O-])s1	7	-0.2	0.0
Cc1cccc(C)c1NC(=O)C(NC(=O)CN1C(=O)c2ccccc2C1=O)c1ccccc1 (configuration not stated)	21	-0.3	0.0
CCCCn1c(=S)[nH]c2ccccc2c1=O	9	0.0	0.0
O=C(Nc1ccn(Cc2ccccc2)n1)c1cccc(Cn2cc([N+](=O)[O-])cn2)c1	-13	-0.3	0.0
COc1cc(/C=N/N=C2/NC(=O)C(CC(=O)O)S2)ccc1OCc1ccc(Cl)cc1 (configuration not stated)	9	0.1	0.1
Cc1cc(/C=C(\C#N)C(=O)O)c(C)n1C1CC1	-34	-0.3	0.0
Fc1ccc(Nc2c(-c3ccco3)nc3ccccn23)cc1	-13	-0.1	-0.1
O=C(O)CCCC(=O)N1N=C(c2ccccc2)CC1c1ccc2nccnc2c1 (configuration not stated)	-2	0.4	0.0
O=C(c1ccccc1)N(NC(=O)C(O)(c1ccccc1)c1ccccc1)c1cccc(F)c1	2	3.5	0.0
Cn1c(=O)c2c(nc(N/N=C3\CCCc4ccccc43)n2Cc2ccc(F)cc2)n(C)c1=O	-19	-1.4	0.0
N/C(=N\OC(=O)CCC1CCCC1)c1ccccn1	-5	0.6	0.1
CC(NS(=O)(=O)c1ccc(CCC(=O)NCc2ccco2)cc1)c1ccccc1 (configuration not stated)	35	1.1	-0.1
O=C(COC(=O)COc1ccccc1[N+](=O)[O-])Nc1cccc(Br)c1	16	-0.7	0.3
COC(=O)C(=O)/C=C(\O)c1ccc(C)cc1	2	-0.1	0.1
Cc1ccc(NN=C2c3ccccc3-c3ccccc32)cc1	5	6.5	0.2
CN(C)S(=O)(=O)c1ccc(N2C(=O)CC2(/C=C/c2ccccc2)C(=O)NC2CCCC2)cc1 (configuration not stated)	-26	5.2	0.2
Cc1ccc(C)c(NC(=S)NCCSc2ccc(Cl)cc2)c1	-28	-0.1	0.0
C=CCN1C(=O)/C(=C/c2ccc(OC)cc2)S/C1=N/c1nccs1	5	5.2	-0.1
C[C@@H]1CN([C@@H](C)CO)C(=O)c2cccc(NC(=O)CCCCCC(=O)Nc3ccccc3N)c2O[C@@H]1CN(C)C(=O)Nc1ccccc1	8	-0.3	-0.3
N#Cc1ccc(C(=O)Nc2cc(S(=O)(=O)Nc3ccc(Cl)cc3)ccc2N2CCCCC2)cc1	-26	-0.1	0.0
O=C1CN(C(=O)CSc2nc(-c3ccccc3)cs2)c2ccccc2N1	0	-0.1	0.3
COc1cccc(CNC(=O)Cc2nc3nc(C)cc(C)n3n2)c1	2	-1.6	0.0
O=[N+]([O-])c1ccccc1/C=N/n1c(C2CCCCC2)n[nH]c1=S	-1	1.1	0.3
N#CCCS(=O)(=O)c1ccc(N)cc1	0	-0.2	0.5
CCOC(=O)c1ccc(-n2ccnc2)c(NC(=O)c2ccc(C(C)(C)C)cc2)c1	25	?	0.0
CCC(c1nc2ccccc2c(=O)n1-c1nc2ccccc2s1)N1C(=O)c2ccccc2C1=O (configuration not stated)	-13	-0.6	0.1
CC1(NC(=S)N(CCO)CCO)CCS(=O)(=O)C1 (configuration not stated)	21	2.6	0.5
C[C@@H]1CCCCO[C@@H](CN(C)Cc2ccc(C(=O)Nc3ccccc3N)cc2)[C@@H](C)CN([C@H](C)CO)C(=O)c2cc(NC(=O)C3CCCCC3)ccc2O1	2	0.5	0.1
CCCn1nnnc1NC(=O)COc1ccc(CC)cc1	-1	17	0.0
CNC(=S)N/N=C/c1cn(CCOc2ccc(OC)cc2)c2ccccc12	-1	0.7	0.0
Cc1ccc(S(=O)(=O)c2ccc(Cl)cc2)cc1S(=O)(=O)NC(C)C(=O)O (configuration not stated)	20	-0.1	0.0
Cc1cccc(NC(=S)N=Nc2c(O)[nH]c3ccccc23)c1	21	0.1	0.5
O=C(Nc1cccc2c1CCCC2)c1ccc(Cl)c([N+](=O)[O-])c1	1	0.5	-0.1
COc1ccc(-n2c(C)cc(C(=O)CN3C(=O)c4ccccc4C3=O)c2C)cc1	-6	-0.4	-0.1
